Compound activity (PubChem BioAssay)
D2 antag: D2 dopamine receptor (human) antagonism | P14416 | HEK293 TREx D2 cells, calcium flux, dopamine EC80 | inhibition, % at 10 µM | 340,000 compounds, 2% hits | AID 485344; in the data active = inhibition above about 30%; also: 0% is about no effect
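Compounds are added to dye-loaded, induced HEK293 T-REx cells coupled to calcium release via D2; after a 3 min kinetic read an EC80 dopamine stimulus is given and fluorescence is recorded for 3 more min.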
PI4K2A inh: PI4K2A (human) kinase inhibition; Q9BTU6; purified PI4K2A, ADP-Glo luminescence, 1 h; hits give low values; activity change, negative = inhibition, % at 76.9 µM; 420,000 compounds, 0.13% hits; AID 1346378; in the data active = activity change below about -50%; inconclusive = mostly about -30% to -49%;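 also: -100% = wells without enzyme as full effect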
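PI4K2A activity was measured by ADP-Glo luminescence: enzyme (4 ug/mL stock) and phosphatidylinositol (1.2 mM stock) in Tris pH 7.5/MgCl2/EGTA/Triton X-100 buffer were reacted with ATP (300 microM stock) for one hour at ambient temperature.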
TrxR1 substrate: rat thioredoxin reductase 1 substrate activity; purified TrxR1 substrate turnover, NADPH consumption readout; Potency, µM (titrated, usually from 114 µM), inactives show at the top dose activity change, negative = substrate turnover; 390,000 compounds, 0.01% hits; O89049; also: potency is read from the fitted curve at half-maximal effect; % is scaled to controls: 0 for no effect and ±100 for the full control effect; nearly all actives have a fitted effect of over 50% in size
Target sequence (O89049 whole entry, looked up): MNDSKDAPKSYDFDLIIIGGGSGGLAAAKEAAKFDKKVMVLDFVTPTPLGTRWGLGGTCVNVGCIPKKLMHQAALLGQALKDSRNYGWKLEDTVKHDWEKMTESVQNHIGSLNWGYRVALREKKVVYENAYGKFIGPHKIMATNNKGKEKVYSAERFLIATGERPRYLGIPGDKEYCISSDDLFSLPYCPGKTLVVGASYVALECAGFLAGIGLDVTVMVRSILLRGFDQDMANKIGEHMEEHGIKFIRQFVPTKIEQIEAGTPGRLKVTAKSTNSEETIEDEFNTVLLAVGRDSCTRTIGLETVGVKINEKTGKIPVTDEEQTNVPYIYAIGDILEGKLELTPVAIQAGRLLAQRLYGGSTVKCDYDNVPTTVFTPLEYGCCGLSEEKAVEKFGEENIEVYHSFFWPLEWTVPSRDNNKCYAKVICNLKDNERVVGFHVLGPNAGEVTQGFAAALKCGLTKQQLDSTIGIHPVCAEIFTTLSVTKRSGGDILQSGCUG
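Rat TrxR1, dispensed at 90 nM, was prereduced with 400 uM NADPH (final) for 5 min at ~22 deg C, then incubated with compound 15 min before 400 uM selenite. A first-read NADPH fluorescence drop versus no-compound background flagged substrates.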
rTrxR1 inhibitor: inhibitors of rat thioredoxin reductase 1; recombinant rTrxR1, NADPH fluorescence consumption, selenite substrate; 390,000 compounds, 1% hits; AID 588453; Potency, µM (top dose mostly 114 µM), without a hit: at the highest dose activity change, negative = inhibition, actives largely listed as inhibitors; O89049; also: potency is read from the fitted curve at half-maximal effect; % is scaled to controls: 0 for no effect and ±100 for the full control effect; nearly all actives have a fitted effect of over 65% in size
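Rat TrxR1 (90 nM in the dispensed reagent) was pre-reduced with 400 uM NADPH for 5 min at room temperature, then incubated with compound for 15 min. After 400 uM selenite was added, NADPH fluorescence (Ex 340/Em 450 nm) was followed for 8 min.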
mIDH1 inhibitor: human IDH1 R132H inhibition. 390,000 compounds, 0.093% hits. IDH1-R132H enzyme, NADPH consumption, diaphorase/resazurin fluorescence. Potency, µM (doses to about 76.6 µM), inactives show at the highest dose activity change, negative = inhibition, actives largely listed as inhibitors; also: potency is read from the fitted curve at half-maximal effect; % is scaled to controls: 0 for no effect and ±100 for the full control effect; nearly all actives have a fitted effect of over 65% in size
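IDH1-R132H (0.5 ug/mL dispensed) in pH 7.5 Tris buffer was preincubated 30 min with compound, then given a substrate mix of 0.016 mM NADPH and 2 mM alpha-KG for 80 min at room temperature; remaining NADPH was read by diaphorase/resazurin fluorescence.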
D2 ag: agonists of human D2 dopamine receptor; activation, % at 2 µM; HEK293 T-REx D2 cells, calcium flux agonist mode; 340,000 compounds, 0.53% hits; P14416;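 active = activation over 3 SD above normal in the single-dose calcium agonist read, cut at about 30% in these data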; also: 0% is about no effect
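In this primary screen, compounds producing a positive calcium signal within 180 s of addition to tetracycline-induced, force-coupled HEK293 Trex D2 cells are flagged; cells are dye-loaded with a no-wash calcium kit beforehand.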
TRHR PAM: allosteric enhancers of human TRH receptor; enhancement, % at 2 µM; AID 493056; P34981; 360,000 compounds, 0.66% hits; TRHR cells, fluo-8 calcium fluorescence, EC20 TRH enhancement; in the data active = enhancement above about 30%; also: 0% is about no effect
Target sequence (P34981 whole entry, looked up): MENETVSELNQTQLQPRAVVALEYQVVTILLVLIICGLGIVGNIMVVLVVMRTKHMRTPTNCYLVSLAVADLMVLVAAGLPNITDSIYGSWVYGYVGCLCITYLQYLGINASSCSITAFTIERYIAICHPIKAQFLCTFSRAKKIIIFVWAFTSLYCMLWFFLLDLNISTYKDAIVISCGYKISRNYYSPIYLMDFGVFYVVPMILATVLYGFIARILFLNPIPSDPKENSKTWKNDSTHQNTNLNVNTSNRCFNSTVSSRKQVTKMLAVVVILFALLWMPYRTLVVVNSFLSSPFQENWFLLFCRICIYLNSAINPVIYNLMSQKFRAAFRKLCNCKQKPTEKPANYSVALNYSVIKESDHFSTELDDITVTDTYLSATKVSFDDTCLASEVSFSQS
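Enhancer read-out: after compound pinning and an initial kinetic agonist-mode read, an EC20 of TRH (10 nM final) was injected and fluo-8 calcium signal (Ex 480/Em 530) followed at 1 s/cycle for 100 cycles in TRHR-expressing cells.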
TRHR ag: TRH receptor (human) agonism | activation, % at 2 µM | AID 493084 | TRHR cells, calcium flux fluo-8, FDSS agonist mode | 360,000 compounds, 0.18% hits; in the data active = activation above about 30%; also: 0% is about no effect
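Read-out: compound-evoked intracellular calcium rise in TRHR cells, fluo-8 dye, kinetic FDSS fluorescence at 1 s/cycle following a 10-cycle baseline. Cells cultured overnight before dye loading (30 min–1.5 h, RT).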
USP1-UAF1 inh: inhibitors of human USP1/UAF1 deubiquitinase; recombinant USP1/UAF1, Ub-Rhodamine cleavage fluorescence; Potency, µM (top dose mostly 57.1 µM), without a hit: top-dose activity change, negative = inhibition, actives largely listed as inhibitors; 390,000 compounds, 0.23% hits; AID 743255; also: potency is read from the fitted curve at half-maximal effect; % is scaled to controls: 0 for no effect and ±100 for the full control effect; nearly all actives have a fitted effect of over 60% in size; inactives centre near -12
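USP1/UAF1 complex (1 nM) preincubated 15 min at room temperature with compound, then Ub-Rho substrate (150 nM final) added. Kinetic fluorescence at 480/540 nm over 6 reads at 60 s intervals; 50 mM HEPES pH 7.8, 0.5 mM EDTA, 0.1 mg/ml BSA, 1 mM TCEP, 0.01% Tween-20.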
* = called active by the depositor; ? = inconclusive; . = not tested or not shown; & = joins results of further samples; [ ] = remark or other dose. Unless noted, calls follow the shape of the dose curve; as a rule, active = well fitted inhibition curve with a large enough effect; inconclusive = small, poorly fitted or top-dose-only effect; inactive = no such curve, though single readings can be large or run the other way.

Structure | D2 antag | PI4K2A inh | TrxR1 substrate | rTrxR1 inhibitor | mIDH1 inhibitor | D2 ag | TRHR PAM | TRHR ag | USP1-UAF1 inh
Cc1cccc(NC(=O)C(C)SCc2nc3sc4c(c3c(=O)[nH]2)CCCC4)n1 (stereo unspecified) | -10 | -2 | 5%[57.1 µM] | -1%[57.1 µM] | -11% | 1.8 | -3 | 4.3 | -9%
CCCCN(C)C(=O)c1ccc2c(c1)N(CC)C(=O)c1ccccc1S2(=O)=O | -18 | -1 | -3%[57.1 µM] | -21%[57.1 µM] | -4% | 0.6 | -1 | -0.2 | 1%
O=C(CC(Nc1ccccc1Cl)C(=O)OCC(=O)c1cccs1)c1ccccc1 (stereo unspecified) | -5 | 3 | 14% | 13µM* | -1% | 0.6 | -9 | 2.9 | -8%
COc1ccc(NC2SC(=O)N(CC(=O)O)C2=O)cc1 (stereo unspecified) | 2 | -3 | 7%[57.1 µM] | 14%[57.1 µM] | -6% | 0.2 | 2 | 0.2 | -7%
CS(=O)(=O)N(CC(=O)N1CCN(c2ccc(F)cc2)CC1)c1ccc(F)c(Cl)c1 | 0 | -3 | -4% | 9% | 3% | -0.2 | 39* | 0.3 | -5%
Cc1ccc(C(=O)NC2CCSC2=O)cc1 (stereo unspecified) | 5 | 1 | -5% | 24% | -1% | -1.3 | -3 | -0.6 | -24%
O=C(CSc1ccccn1)NCc1ccc2c(c1)OCO2 | 10 | 6 | 5%[57.1 µM] | 8%[57.1 µM] | 0% | 0.2 | -3 | -0.3 | -10%
Cc1cnc(C(=O)OCC(=O)NC2CCCCCC2)cn1 | -1 | 1 | 4%[57.1 µM] | 16%[57.1 µM] | 6% | 2.9 | 1 | 0.4 | -1%
COc1cc(C2CC(=O)C3=C(C2)Nc2ncnn2C3c2cccs2)cc(OC)c1OC (stereo unspecified) | 22 | 9 | 14% | 1% | 6% | 0.5 | 1 | -0.2 | -15%
CN(C)CCCNC(=O)C[C@H]1C[C@H](C(=O)N2CCOCC2)[C@@]2(C)c3[nH]c4cc(-c5ccco5)ccc4c3CCN2C1=O | . | -10 | 44%[activator] | -2% | 2%[38.3 µM] | . | . | . | -29%
O=c1c2ccccc2nc(/C=C/c2ccc(Br)cc2)n1CCO | . | -2 | 40%[activator][57.1 µM] | 37%[activator][57.1 µM] | -3% | . | . | . | -3%
O=C(Oc1oc(-c2ccco2)nc1C=Nc1ccccc1)c1ccoc1 | -5 | -3 | 10% | 3.5µM* | -5% | 0.3 | -2 | 0.0 | -4%
NNc1ccc2nncn2n1 | 4 | 2 | 2% | ? | -7% | 0.8 | -2 | 0.6 | -12%
O=C(CN(Cc1cccs1)C(=O)CCC(=O)Nc1nccs1)NCc1ccccc1 | -2 | -2 | 3% | -1% | 4% | -0.2 | -4 | -0.6 | -9%
COc1ccc(C(CNC(=O)c2cccc(S(=O)(=O)Nc3ccc(F)cc3)c2)N(C)C)cc1 (stereo unspecified) | -11 | -1 | -7% | -4% | 4% | -0.6 | 33* | -0.5 | -6%
COc1ccc(-c2csc(Nc3ccccc3)[n+]2CC(O)c2ccc([N+](=O)[O-])cc2)cc1 (stereo unspecified) | 6 | -3 | -5% | -10% | 5% | 0.7 | 16 | -1.1 | -17%
COc1cccc(C(=O)Nc2ccncc2)c1OC | -1 | -7 | -3% | -5% | -2% | 1.8 | -6 | 0.2 | -14%
COc1ccc(OC)c(CCNc2nccn(-c3ccc(C)c(C)c3)c2=O)c1 | . | -3 | -4%[57.1 µM] | 1%[57.1 µM] | 4% | -0.4 | 0 | -0.1 | -11%
CCCCc1cc(=O)oc2cc(C)c(CN3CCCC3)c(O)c12 | -9 | -17 | -7% | ? | 3% | -0.9 | 3 | 1.0 | -22%
CC(C)C(OC(=O)C1=Cc2ccccc2OC1)C(=O)NC1CCCC1 (stereo unspecified) | -14 | -1 | -1%[57.1 µM] | 1%[57.1 µM] | 15% | -1.0 | 2 | 0.1 | -18%
CCn1c(C(=O)NC(C)c2ccc3c(c2)OCCO3)cc2sccc21 (stereo unspecified) | -12 | 0 | -1% | 21% | 1% | 0.1 | 1 | -0.5 | -18%
N=c1c2c(-c3ccccc3)c(-c3ccccc3)n(Cc3ccco3)c2ncn1CCCn1ccnc1 | 1 | -1 | -8% | -16% | 2% | 2.0 | 5 | 1.3 | -15%
COc1ccc2nc(NC(=O)c3ccc(-n4nc(C)cc4C)cc3)sc2c1 | 1 | -4 | 135%[activator] | -35% | 6% | -1.1 | 0 | -0.7 | -12%
Cc1ccc(Nc2nc(N)nc(N)c2S(=O)(=O)c2ccccc2)cc1 | . | -3 | -8% | 4% | -3% | 0.0 | 10 | -1.5 | -35%
CCCn1c(=O)c(C(=O)NCCc2ccc(OC)c(OC)c2)c(O)c2ccccc21 | . | -2 | 17% | 76%[activator] | -7% | . | 20 | -0.4 | -10%
CCCCn1c(=O)c2oc3ccccc3c2n(CC(=O)Nc2cc(C)ccc2C)c1=O | . | 2 | 8% | 16% | 10% | 0.4 | 2 | 0.5 | 1%
COc1cccc(-c2nc(=S)c3c(n2CCCO)CCCC3)c1 | 5 | -4 | 4% | ? | 6% | -1.3 | -5 | 0.0 | -13%
O=C1NC(=O)N(Cc2ccccc2)C1=O | -1 | 10 | 0% | 6% | -3% | -0.2 | 12 | -1.6 | -14%
CCN1CCN(C(=O)Cn2ncc3ccsc3c2=O)CC1 | 4 | 7 | 0%[57.1 µM] | 6%[57.1 µM] | 5% | -0.1 | 3 | 0.0 | -6%
O=c1c2cnn(-c3ccc(F)cc3)c2ncn1Cc1cccc(Cl)c1 | . | -1 | 2% | 12% | 0% | -0.2 | -2 | -0.8 | ?
CCOCc1nnc(NC(=O)CCS(=O)(=O)Cc2ccccc2)s1 | 20 | 6 | -2% | -1% | 0% | 1.1 | 23 | -0.6 | 0%
COc1ccc(Cl)cc1NC(=O)CN1C(=O)CSC1=O | 16 | 11 | 6% | 14% | 6% | 0.2 | 0 | 0.3 | -9%
CCOc1cc(C)nc(N2CCCC(C(=O)NCc3ccccc3F)C2)n1 (stereo unspecified) | -19 | 0 | 5% | 6% | 2% | -0.8 | -6 | -2.0 | 1%
CCS(=O)(=O)N1Cc2ccccc2CC1C(=O)Nc1nc2c(C)cccc2s1 (stereo unspecified) | 21 | 2 | 2% | 26% | 5% | -0.9 | 0 | -0.8 | -8%
COc1ccc(N2CC(C(=O)Nc3nnc(SCC(=O)c4ccccc4)s3)CC2=O)cc1 (stereo unspecified) | -12 | 1 | -7% | -18% | 6% | 0.4 | -1 | 0.0 | -3%
COC(=O)c1ccc(NC2CC(=O)N(c3ccccc3C)C2=O)cc1 (stereo unspecified) | -9 | 2 | 7% | ? | -5% | 16 | -1 | -0.1 | -2%
C/C(=N\Nc1cccc2cccnc12)c1ccc(C)cc1 | 8 | -7 | 2% | 0% | 8% | -0.4 | -1 | 0.5 | -19%
CCOc1cc(/C=C(\C#N)C(=O)Nc2ccccc2[N+](=O)[O-])ccc1OCc1cccc2ccccc12 | -3 | . | . | . | . | -0.1 | -4 | -0.6 | .
CCCn1c(NCc2cccc(OC)c2OC)nc2ccccc21 | -8 | -2 | -8% | -10% | 9% | -0.5 | 2 | -0.5 | -9%
O=C1Nc2ccccc2/C1=N\N=C\c1ccc(O)c(O)c1 | -8 | -5 | -8% | -19% | 1% | 0.0 | 5 | -0.6 | -3%
CCOc1ccc(NC(=O)CSc2cn(CCNC(=O)c3ccccc3F)c3ccccc23)cc1 | . | 1 | 7%[11.4 µM] | -5% | -5% | -0.4 | -7 | -1.6 | -26%
CCc1ccc(/C=N/Nc2ncnc3nc[nH]c23)cc1 | 1 | -11 | -4% | 11% | 0% | 0.8 | 2 | 0.1 | -16%
Nc1ccc(S(=O)(=O)NC2=NCCCCC2)cc1 | 6 | 0 | 2% | 18% | 0% | -1.0 | 8 | -1.5 | -7%
Cc1cc(C)n2nc(C(=O)N3CCCC(Nc4ccc(F)c(F)c4)C3)cc2n1 (stereo unspecified) | 7 | 4 | -1% | -10% | 6% | -0.4 | -6 | 0.6 | -1%
CCC/C=C(\CCC)C(NS(=O)(=O)c1cccc2cccnc12)c1ccc(C(=O)OC)cc1 (stereo unspecified) | -6 | -2 | 5%[57.1 µM] | 27%[57.1 µM] | -13% | 1.5 | -6 | 3.0 | ?
CCN(CC)C(=O)c1cn(C)c2ccc(S(=O)(=O)N(CC)CC)cc2c1=O | 17 | -2 | 7% | 11% | 1% | 0.0 | -6 | 1.3 | -23%
CCCCC(=O)c1c(O)c2ccccc2oc1=O | -3 | -1 | -6% | -4% | 4% | 0.5 | -8 | 0.8 | -28%
O=C(NCc1cccc(Cl)c1)c1cc2c(s1)-c1ccccc1OC2 | . | -10 | 272%[activator] | 13% | 16% | 0.1 | 2 | 0.7 | -20%
Cc1ccc(N(CC(=O)NC2CCCCC2)S(=O)(=O)c2c(C)noc2C)cc1 | -2 | 0 | 7% | 3% | 0% | 0.8 | 2 | -1.3 | -10%
CCc1ccc(CNC(=O)CCn2nc(C)c3c(C)n(-c4ccccc4)nc3c2=O)cc1 | . | 6&0 | 2%[57.1 µM] | 21%[57.1 µM] | -9%&8% | -1.0 | -4&-2 | 0.3&-1.0 | -10%&-5%
O=C(CNS(=O)(=O)c1ccccc1)NCc1cccnc1 | 14 | 0 | 3% | 10% | 2% | 0.8 | -3 | -0.2 | -22%
Cc1cc(C)c(S(C)(=O)=O)c(=O)[nH]1 | -7 | 0 | 4%[57.1 µM] | 10%[57.1 µM] | -7% | -0.7 | -7 | 0.3 | -12%

Taken from above, 2 compounds:
Structure | D2 antag | PI4K2A inh | TrxR1 substrate | rTrxR1 inhibitor | mIDH1 inhibitor | D2 ag | TRHR PAM | TRHR ag | USP1-UAF1 inh
CCCCC(=O)c1c(O)c2ccccc2oc1=O | -3 | -1 | -6% | -4% | 4% | 0.5 | -8 | 0.8 | -28%
O=C(NCc1cccc(Cl)c1)c1cc2c(s1)-c1ccccc1OC2 | . | -10 | 272%[activator] | 13% | 16% | 0.1 | 2 | 0.7 | -20%
